# Screening results from PubChem.
# DRD3 agonist – agonists of human D3 dopamine receptor. max activation, %. D3R DiscoveRx beta-arrestin cells, luminescence, 90 min. P35462. 410,000 tested, 0.58% active; in the data active means max activation above about 30%; further: 0% is about no effect; mostly tested at two doses, the higher about 12 µM
# Target sequence (P35462 whole entry, looked up): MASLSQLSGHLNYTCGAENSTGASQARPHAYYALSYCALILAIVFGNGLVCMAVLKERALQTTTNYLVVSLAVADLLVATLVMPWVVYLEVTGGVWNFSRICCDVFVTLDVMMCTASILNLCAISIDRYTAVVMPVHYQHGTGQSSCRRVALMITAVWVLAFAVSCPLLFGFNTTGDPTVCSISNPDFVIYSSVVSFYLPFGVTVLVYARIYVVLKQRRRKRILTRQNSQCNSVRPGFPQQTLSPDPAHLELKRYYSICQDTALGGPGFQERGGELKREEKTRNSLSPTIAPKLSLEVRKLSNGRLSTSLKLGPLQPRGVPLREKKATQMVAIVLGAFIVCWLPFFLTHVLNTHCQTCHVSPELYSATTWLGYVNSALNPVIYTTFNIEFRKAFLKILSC
#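 Agonist-mode cell screen: cells plated at 1500/well and incubated overnight at 37 °C, then exposed to library compounds for 90 min at 37 °C. Detection reagent was added for 30–60 min at room temperature, and luminescence was read.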
# EPAC2 antag – antagonists of human EPAC2 | Q8WZA2 | 360,000 tested, 0.18% active | AID 720708 | Potency, µM (series often up to 114 µM), for the others: at the top dose activity, negative = inhibition, hits mostly inhibitors | EPAC2 GEF exchange of Rap1B-BODIPY-GDP, fluorescence; further: potency means the concentration at half of the fitted maximal effect; on the % scale 0 is the no-effect control and ±100 the full control effect; nearly all actives have a fitted effect of over 45% in size; many of its hits are not listed in these tables
# Abeta rescue – compounds reversing amyloid beta toxicity in yeast. 410,000 tested, 0.063% active. Potency, µM (top dose mostly 46.1 µM), for inactives: at the top dose growth rescue, hits mostly activators. yeast expressing A-beta42, growth rescue, OD600, 48 h; response scale: 0% DMSO, 100% iron-clioquinol control; further: potency means the concentration at half of the fitted maximal effect; nearly all actives have a fitted effect of over 55% in size
#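 Growth rescue measured by 600 nm absorbance after 48 h yeast culture at 30 C with compound. Values normalized between DMSO and an equimolar ferric chloride plus clioquinol control.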
# aSyn rescue – inhibitors of alpha-synuclein toxicity in yeast; Potency, µM (series often up to 46.1 µM), for inactives: top-dose growth rescue (activation), hits mostly activators; Yeast expressing alpha-synuclein, growth rescue, BacTiter-Glo, 24 h; 370,000 tested, 0.14% active; AID 652106; further: potency means the concentration at half of the fitted maximal effect; % of control where 0% means no effect; nearly all actives have a fitted effect of over 65% in size
#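 Rescue of yeast growth: cells expressing toxic alpha-synuclein, induced in galactose at OD600 0.02, incubated with compound 24 h at 30 C. ATP luminescence quantified growth; inhibitors of toxicity appear as activators.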
# FUS suppressor – rescues growth of FUS-expressing yeast; S. cerevisiae FUS-expressing, growth rescue, OD600, 24 h; Potency, µM (series often up to 76.6 µM), for inactives: at the highest dose growth rescue (activation), actives largely listed as activators; 390,000 tested, 0.24% active; AID 1347120;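 further: potency means the concentration at half of the fitted maximal effect; plate controls were DMSO vehicle for no effect and reference control for full effect; nearly all actives have a fitted effect of over 55% in size; some results filed as inactive show a strong effect at the top dose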
#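 Cultures pregrown in 2.5% raffinose medium are shifted to minimal medium containing 2% galactose to express toxic FUS. Compounds are tested at several concentrations. After 24hr at 30C, growth is quantified at 600 nm absorbance.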
# EPAC2 ag – agonists of human EPAC2 (RAPGEF4) | 360,000 tested, 0.079% active | Potency, µM (series often up to 154 µM), for the others: at the top dose activation, hits mostly activators | Q8WZA2 | EPAC2 activation, biochemical qHTS; response scale: 100% = 6.5 mM cAMP response; further: potency means the concentration at half of the fitted maximal effect; nearly all actives have a fitted effect of over 50% in size
#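 Guanine nucleotide exchange by EPAC2 is measured as reduced fluorescence of BODIPY-GDP once it is released from 250 nM Rap1B. Plates are read kinetically for 30 min at room temperature; results are scaled to 6.5 mM cAMP.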
# TDP-43 yeast inh – TDP-43 toxicity inhibition in yeast; Potency, µM (titrated, usually from 46.1 µM), without a hit: at the top dose growth rescue (activation), actives largely listed as activators; AID 652104; 410,000 tested, 1.8% active; TDP-43 expressing yeast growth rescue, BacTiter-Glo, 24 h; further: potency means the concentration at half of the fitted maximal effect; % of control where 0% means no effect; nearly all actives have a fitted effect of over 50% in size
#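 Yeast cells expressing TDP-43 under galactose induction are exposed to compounds for 24 hr at 30 deg C. BacTiter-Glo luminescence measures growth, so protective compounds score as activators.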
# DRD3 antagonist – D3 dopamine receptor (human) antagonism. P35462. D3R cells, DiscoveRx beta-arrestin luminescence, antagonist mode; stronger effect = lower value. max response, negative = inhibition, %. 360,000 tested, 2.5% active. AID 652054; in the data active means max response below about -50%; inconclusive means no clear call, values can overlap the other calls; further: on the % scale 0 is the no-effect control and ±100 the full control effect; mostly tested at two doses, the higher about 12 µM
#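 Cells plated overnight at 1500 cells/well, then exposed to library compounds with dopamine controls for 90 minutes at 37 degrees C. DiscoveRx reagent added for 30–60 minutes at room temperature; luminescence read, quantitative HTS format.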
# Starred values were filed as active, the others as inactive; ? = inconclusive; nt = not tested or not shown; & = joins results of further samples; [ ] = remark or other dose. Unless noted, the call rests on the fitted dose curve; in most records, active means well fitted curve in the direction sought with a large enough effect; inconclusive means small, poorly fitted or top-dose-only effect, or another doubt; inactive means no such curve, though single readings can be large; an effect the other way counts as inactive or inconclusive. Not all compounds are listed (hit frequency here may not be typical).
SMILES,DRD3 agonist,EPAC2 antag,Abeta rescue,aSyn rescue,FUS suppressor,EPAC2 ag,TDP-43 yeast inh,DRD3 antagonist
CN1C(=O)[C@@H]2[C@@H]3C[C@@H]([C@H]4ON=C(c5ccc(Cl)cc5Cl)[C@@H]34)[C@@H]2C1=O,-9,-1%,?,12%,4%,2%,11%,-14
CCOc1cc(C(c2c(C)[nH][nH]c2=O)c2c(C)[nH][nH]c2=O)ccc1O,-4,8%,-43%[inhibitor],1%,-12%,0%,-13%,-7
O=C(Cc1c[nH]c2ccccc12)NCc1ccc(Cl)cc1Cl,0,-18%,8%,?,23%,13%,?,-4
Cn1cc(CCC(=O)NCc2ccc(Cl)cc2)c2ccccc21,-9&-9,-6%,3%&10%,?,-1%&-6%,10%,11%&24%,-5
CC1(C)NC(=O)N(CC(=O)OCC(=O)Nc2cc(S(=O)(=O)N3CCCCCC3)ccc2Cl)C1=O,2,-1%,13%,1%,0%,-5%,24%,-9
O=C(c1ccc(N2CCCC2)c([N+](=O)[O-])c1)N1CCc2ccccc2C1,-12,-10%,-16%,13%,29%,0%,?,33
CC(=O)Nc1ccc(S(=O)(=O)N2CCN(c3cnn(C)c(=O)c3Cl)CC2)cc1,2,4%,-9%,4%,3%,2%,-30%,17
Cc1cccc(C=CC(=O)c2ccc(Cl)cc2)c1,-8,-4%,-4%,-5%,-18%,7%,0%,?
O=C(Cc1ncc(C(F)(F)F)cc1Cl)N1CCN(c2cccc(Cl)c2)CC1,4,6%,-3%,nt,-41%,-5%,-11%,-19
CC(OC(=O)CCN1C(=O)C2CC=CCC2C1=O)C(=O)Nc1cccc(C#N)c1 (stereo unspecified),1,-1%,3%,-2%,-3%,-1%,-5%,5
CC/C(=N\O)c1ccc(OC)c(OC)c1,-29,10%,-8%,-3%,12%,12%,8%,45
O=C(CSc1cn(CCNC(=O)c2ccccc2F)c2ccccc12)NCC1CCCO1 (stereo unspecified),18,3%,4%,-1%,nt,1%,22%,19
CCOC(=O)C1CCCCN1S(=O)(=O)c1ccc2c(c1)CC(C)N2C(=O)C1CCC1 (stereo unspecified),5,-8%,nt,10%,25µM*,6%,24%,8
Cc1sc2ncnc(N3CCN(S(=O)(=O)c4ccc(C(C)(C)C)cc4)CC3)c2c1C,-6,-9%,-17%,-23%,-3%,13%,1%,-16
COc1ccccc1C(=O)OCC(=O)NC(=O)NC1CCCC1,0,-10%,-4%,8%,3%,8%,23%,9
COc1ccccc1NC(=O)CC(c1ccc(F)cc1)c1ccco1 (stereo unspecified),10,-4%,-1%,4%,9%,12%,?,1
Cc1ccccc1NC(=O)CCN1CCN(C)CC1,-1,-3%,-7%,0%,-20%,-1%,11%,-24
COCCNC(=O)Cn1cc(C(=O)c2cccs2)c2ccccc21,3,0%,22%,2%,-2%,10%,13%,-12
CCCCNC(=O)C1(C)CCN1C(=O)c1cccc(OC(C)=O)c1C (stereo unspecified),3,-10%,-6%,1%,-13%,-1%,20%,9
COc1ccccc1C(=O)NC1=NC(c2ccc(Br)cc2)CC(=O)N1 (stereo unspecified),2,nt,11%,nt,11%,nt,19%,nt
Cc1cc(C(=O)N/N=C/c2ccncc2)c(C)o1,12,5%,-3%,2%,-7%,9%,5%,15
Cc1c(NC(=O)CSc2ccc3c(c2)OCCO3)c(=O)n(-c2ccccc2)n1C,7,1%,2%,4%,-6%,1%,11%,-1
C(=C\c1ccccc1)/CN1CCN(C(c2ccccc2)c2nnnn2-c2ccc3c(c2)OCCO3)CC1 (stereo unspecified),-6,6%,0%,11%,3%,9%,0%,-75*
O=C(COC(=O)c1ccc2[nH]c3c(c2c1)CCCC3)Nc1ccc(Cl)cc1Cl,4,-12%,3%,13%,0%,10%,16%,1
CCN(CCCNC(=O)CN(C)S(=O)(=O)c1cccc2nsnc12)c1cccc(C)c1,3,-5%,5%,2%,3%,11%,10%,5
# The list continues.
SMILES,DRD3 agonist,EPAC2 antag,Abeta rescue,aSyn rescue,FUS suppressor,EPAC2 ag,TDP-43 yeast inh,DRD3 antagonist
CCN1CCN(C2=C(Cl)C(=O)N(Cc3ccccc3)C2=O)CC1,-7,11%,1%,-1%,16%,-2%,-8%,-50*
Cc1cc(C)c(O)c(-c2cc(C(=O)NCc3ccccc3)[nH]n2)c1,-6,-3%,3%,11%,2%,9%,6%,7
COc1ccccc1NC(=O)CN1CCN(c2ccccc2)CC1,1,-2%,nt,-10%,-16%,9%,1%,-6
C/C=C/c1ccc(OCCCCOc2ccccc2C(C)=O)c(OC)c1,22,-9%,10%,-9%,nt,-3%,-1%,14
Cc1cccc(C)c1NC(=O)Cn1c(=O)n(CCCC(=O)NCc2ccco2)c(=O)c2sccc21,12,6%,3%,1%,52%,-4%,-20%,-1
OCCC#Cc1ccc(CN2CCN(C3CCCCC3)C(CCO)C2)cc1 (stereo unspecified),-15,7%,-1%,1%,-9%,6%,12%,-14
Cn1c(SCC(=O)N2CCCCCC2)nc2c([nH]c3ccccc32)c1=O,-5,-3%,9%,0%,-10%,5%,1%,-18
O=C(NCc1ccccc1)C1CC(=O)N(C2CCCCCC2)C1 (stereo unspecified),1,-5%,-12%,5%,-2%,-1%,4%,6
CC(=O)Oc1ccccc1C(=O)N1CCN(S(=O)(=O)c2ccc3ccccc3c2)CC1,0,-4%,3%,8%,13%,16%,0%,-8
Cc1ccccc1C(=O)Nc1sc2c(c1C(=O)NCc1ccco1)CCC(C(C)(C)C)C2 (stereo unspecified),-1,nt,-13%,nt,-5%,nt,21%,nt
CC(C)COc1cccc(C(=O)Nc2ccc(N3CCOCC3)cc2N2CCOCC2)c1,9,-14%,19%,5%,27%,2%,?,6
Cc1ccccc1CSCc1nc(N)nc(Nc2ccccc2C)n1,-7,-13%,12%,0%,3%,10%,-12%,-14
CC(=O)Nc1ccc(S(=O)(=O)N2CCCCC2C(=O)O)cc1 (stereo unspecified),0,16%,-8%,-2%,-28%,7%,2%,-8
O=c1c2c(C(F)(F)F)cc(C(F)(F)F)nc2[nH]n1-c1ccccc1,-30,6%,-20%,-14%,36%,-4%,-23%,-27
CC(C)Cc1nn2c(=O)cc(CSCC(=O)Nc3ccccc3F)nc2s1,-15,10%,6%,-2%,5%,-4%,-13%,-14
CCOC(=O)c1sc(C)c2c(=O)n(CC)nnc12,-14,26%,-26%,-2%,10%,0%,-12%,-27
COc1ccc(Cl)cc1NC(=O)c1c(NCc2sccc2C)sc2c1CCCC2,0,nt,-17%,6%,13%,nt,-6%,nt
COc1ccccc1NC(=O)COc1ccc(/C=N/n2cnnc2)cc1OC,-1,-2%,-6%,5%,4%,8%,-9%,22
COc1ccc(CCNC(=O)CN2C(=O)NC3(CCc4ccccc43)C2=O)cc1 (stereo unspecified),6,9%,8%,-8%,-12%,-2%,13%,9
O=C(NCCC1=CCCCC1)c1cc(COc2ccc(F)cc2Cl)on1,-9,0%,-19%,5%,10%,2%,19%,2
COC(=O)CC1C(=O)NCCN1C(=O)CSc1nc2ccccc2s1 (stereo unspecified),2,-6%,-2%,-7%,-1%,-5%,13%,4
CCOc1ccc(C(=O)Nc2ccc3nc(SCC(=O)N4CCCC4)sc3c2)cc1,-4,nt,-44%[inhibitor],nt,2%,nt,-5%,nt
CCC(C)[C@H](NC(=O)NC1CC1)C(=O)O (stereo partly specified),-1,-2%,3%,3%,4%,3%,-29%,-9
CN1CCN(c2nc3ccccn3c(=O)c2/C=C(\C#N)S(=O)(=O)c2ccccc2)CC1,-5,-10%,-8%,-1%,6%,0%,-8%,-9
COc1ccc(NC(=O)CSc2nc(N)c3cc4c(nc3n2)CC(C)(C)OC4)cc1,-5,-10%,-16%,-11%,10%,6%,0%,-24
# New compounds follow:
SMILES,DRD3 agonist,EPAC2 antag,Abeta rescue,aSyn rescue,FUS suppressor,EPAC2 ag,TDP-43 yeast inh,DRD3 antagonist
C/C(=N\NC(=O)c1nnn(-c2nonc2N)c1CN1CCC(C)CC1)c1ccc(Br)cc1,-6,10%,-6%,0%,-9%,8%,6%,-12
Cc1ccc(CC(=O)Nc2ccc(OC(F)F)c(Cl)c2)cc1C,0,-15%,20%,0%,-6%,6%,-13%,-1
CCc1nc2c(OCCOc3ccccc3)cccn2c1N(C=O)Cc1ccc(OC)cc1,9,-3%,10%,4%,17%,17%,11%,13
O=C(c1ccc(Cl)cc1)N1CCC2CC1c1cc(-c3ccccc3)ccc12 (stereo unspecified),-7,-1%,-13%,-1%,?,10%,-15%,0
COc1ccc(N(Cc2ccccc2)C(=O)c2nc(SC)ncc2Cl)cc1,-19,nt,-19%,nt,45%,nt,?,nt
Cc1cc(C)c(S(=O)(=O)/N=C2/C=C(Sc3ncn[nH]3)C(=O)c3ccccc32)cc1C,-9,?,-94%[inhibitor],-48%[inhibitor],?,16%,-85%[inhibitor],-69*
Cc1ccc(S(=O)(=O)c2nc(-c3cccc(Br)c3)oc2N2CCCCCC2)cc1,-10,nt,-15%,nt,-19%,nt,7%,nt
CC1(C)SC2c3ccccc3C(=O)N2[C@@H]1C(=O)NC1CCCC1 (stereo partly specified),-13,-4%,17%,-8%,4%,3%,1%,-12
O=C(NCCCc1ccccc1)c1cccs1,2,-3%,28%,0%,20%,11%,9%,11
O=c1cc(-c2ccccc2)n2c(SCc3c(F)cccc3Cl)nnc2[nH]1,0,nt,17%,nt,-18%,nt,6%,nt
Cn1c(-c2ccccc2)cc2c3no[n+]([O-])c3ccc21,-1,-2%,12%,11%,20%,8%,3.5µM*,-16
C=CCc1cccc(/C=N/NC(=O)C(=O)Nc2ccc(C)cc2)c1O,1,3%,-5%,-1%,0%,5%,1%,11
Fc1cccc(NCc2ccoc2)c1,-11,1%,-6%,2%,24%,2%,-3%,5
Cc1ccc(C)c(OCCn2cc(C(=O)c3cccs3)c3ccccc32)c1,22,nt,-21%,nt,-5%,nt,14%,nt

# Looked up by compound from the list above, 4 records:
SMILES,DRD3 agonist,EPAC2 antag,Abeta rescue,aSyn rescue,FUS suppressor,EPAC2 ag,TDP-43 yeast inh,DRD3 antagonist
Fc1cccc(NCc2ccoc2)c1,-11,1%,-6%,2%,24%,2%,-3%,5
Cc1ccc(S(=O)(=O)c2nc(-c3cccc(Br)c3)oc2N2CCCCCC2)cc1,-10,nt,-15%,nt,-19%,nt,7%,nt
C=CCc1cccc(/C=N/NC(=O)C(=O)Nc2ccc(C)cc2)c1O,1,3%,-5%,-1%,0%,5%,1%,11
C/C(=N\NC(=O)c1nnn(-c2nonc2N)c1CN1CCC(C)CC1)c1ccc(Br)cc1,-6,10%,-6%,0%,-9%,8%,6%,-12
